MLLE-PAM2 inh: inhibitors of PABP1 MLLE–PAM2 peptide binding, primary screen, biochemical, fluorescence polarization, FITC-PAM2, GST-MLLE; Polyadenylate-binding protein 1 (Homo sapiens), P11940; inhibition, % at 20 µM; actives 0.36% (n = 360,000); in the data active means inhibition above about 35%, passing the limit was not always enough;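 further: plate controls were DMSO wells with GST-MLLE for no effect and wells lacking GST-MLLE protein for full effect; some results filed as inactive read as strong as hits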
Rpn11 inh: Rpn11 (PSMD14) deubiquitinase inhibitors, primary screen, biochemical, fluorescence polarization, uHTS. 26S proteasome non-ATPase regulatory subunit 14 (Homo sapiens), O00487. human 26S proteasome, Ub4-pepOG fluorescence polarization; 20S core pre-blocked with epoxomicin. calls only at 20 µM. actives 0.59% (n = 360,000). AID 588493, 2011;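 active means inhibition at 20 µM, scaled to each plate's controls, above about 33%, limit read from the data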
DNMT1 block: human DNMT1 methyltransferase inhibitors, primary screen, biochemical, molecular beacon, fluorescence, HinP1I cleavage, uHTS. DNA (cytosine-5)-methyltransferase 1 (Homo sapiens), P26358. inhibition (reported as % activation of signal), % at 10 µM. actives 0.83% (n = 360,000). AID 588458, 2011; in the data active means inhibition above about 50%
Scp1 inh: Scp-1 phosphatase inhibitors, primary screen, biochemical, colorimetric, uHTS. Carboxy-terminal domain RNA polymerase II polypeptide A small phosphatase 1 (Homo …. Recombinant Scp1, phosphopeptide, malachite green phosphate absorbance. inhibition, % at 20 µM. actives 0.88% (n = 340,000);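 active means inhibition above about 50% at 20 µM, limit read from the data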;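 further: plate controls were DMSO wells with enzyme for no effect and wells lacking enzyme for full effect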
Target sequence (Q9GZU7 76-261 limits assumed): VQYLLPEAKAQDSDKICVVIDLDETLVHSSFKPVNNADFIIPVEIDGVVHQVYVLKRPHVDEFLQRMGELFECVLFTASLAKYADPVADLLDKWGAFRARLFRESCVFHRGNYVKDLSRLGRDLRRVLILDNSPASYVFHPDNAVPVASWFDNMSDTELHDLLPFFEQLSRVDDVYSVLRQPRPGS
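Material: truncated SCP-1 phosphatase (76-261aa) / Buffer or medium: 50 mM Tris acetate pH 5.5, 0.005% Tween-20, 10 mM MgCl2 / Compound dosing: one concentration, 20 µM, with 1.0% DMSO / Incubation: 45 min room-temperature reaction, 5 min colour, 30 min stabiliser / Detection: colorimetric free-phosphate detection, absorbance 630 nm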
CSN inh: inhibitors of CSN-mediated cullin deneddylation, primary screen, biochemical, fluorescence polarization, uHTS. COP9 signalosome complex subunit 5 (Homo sapiens), Q92905. actives 0.38% (n = 360,000). inhibition, % at 12.5 µM. Purified CSN, SCF-Nedd8-OG deneddylation;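 active means pattern-corrected inhibition above about 35%, with an unprinted fluorescence ratio check between 0.5 and 1.5, limit read from the data, passing the limit was not always enough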;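 further: 0% = enzyme with substrate and 100% = substrate without enzyme; some results filed as inactive read as strong as hits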
Target sequence (Q92905 whole entry, looked up, one chain of several): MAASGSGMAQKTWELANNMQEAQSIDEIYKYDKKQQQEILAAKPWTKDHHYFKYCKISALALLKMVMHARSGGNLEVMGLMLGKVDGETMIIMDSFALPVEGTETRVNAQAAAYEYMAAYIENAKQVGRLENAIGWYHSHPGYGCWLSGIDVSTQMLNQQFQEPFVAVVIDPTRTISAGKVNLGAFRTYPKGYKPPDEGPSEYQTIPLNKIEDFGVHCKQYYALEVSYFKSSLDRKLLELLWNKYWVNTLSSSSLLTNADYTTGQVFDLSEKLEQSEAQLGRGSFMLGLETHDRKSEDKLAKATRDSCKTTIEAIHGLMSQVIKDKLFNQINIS
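assay system = purified human Csn5 enzyme expressed in HEK293T cells | amount = 0.24 nM enzyme | buffer or medium = Tris/NaCl/DTT buffer, pH 7.5 | reagent = 10 nM SCFSkp2-Nedd8OG | compound = one concentration, 12.5 µM, 0.25% DMSO | times = 90 min reaction at room temperature | signal = FP | read-out basis = % inhibition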
SUMO1-SIM PPI: modulators of SUMO1 protein-protein interactions, primary screen, biochemical, uHTS | SUMO1 binding to a labelled peptide, TR-FRET, 1 h | inhibition, % at 20 µM | actives 0.33% (n = 360,000); in the data active means inhibition above about 37%
Target sequence (P63165 whole entry, looked up): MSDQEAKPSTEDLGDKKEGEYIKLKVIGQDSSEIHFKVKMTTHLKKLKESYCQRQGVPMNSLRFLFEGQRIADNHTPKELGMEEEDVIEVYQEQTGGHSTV
STEP inh: STEP phosphatase inhibitors, primary screen, biochemical, fluorescence intensity, uHTS. Tyrosine-protein phosphatase non-receptor type 5 (Homo sapiens), P54829. inhibition, % at 20 µM. recombinant STEP, OMFP fluorogenic substrate. actives 0.25% (n = 360,000);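 active means inhibition at 20 µM, scaled per plate between control wells, above about 37%, limit read from the data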;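 further: 0% = DMSO with enzyme and substrate and 100% = substrate only without enzyme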
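Measure: Control-normalized % inhibition with plate pattern correction | Test system: STEP phosphatase, cell-free reaction | Medium: pH 6.0 Bis-Tris with DTT and Tween 20 | Technique: Fluorescence, 480/540 nm | Times: Reaction 20 min, ambient temperature | Doses: Single compound dose of 20 µM, 1% DMSO final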
TbMetRS inhib: T. brucei MetRS inhibitors, primary screen, biochemical, luminescence. methionyl-tRNA synthetase (Trypanosoma brucei brucei). purified T. brucei MetRS, ATP depletion, Kinase-Glo luminescence. inhibition, % at 11.9 µM. actives 0.4% (n = 360,000);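 active means inhibition above a per-plate cutoff of the control wells' mean inhibition plus 3 SD, cut at about 5.5% in these data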;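 further: 0% = DMSO wells median and 100% = median of wells with control inhibitor compound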
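Dosing: 11.9 µM compound single dose, 0.9% DMSO; Assay system: purified T. brucei MetRS enzyme; Measured by: Kinase-Glo luciferase luminescence reporting remaining unconsumed ATP; Schedule: 15 min plus 2 h at 25 °C.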
NadD block: inhibitors of S. aureus NadD, primary screen, biochemical, colorimetric, uHTS; Nicotinate-nucleotide adenylyltransferase NadD (Staphylococcus aureus N315); purified NadD enzyme, colorimetric absorbance read-out; inhibition, % at 20 µM; actives 0.78% (n = 360,000); in the data active means inhibition above about 26%; further: some compounds past the cut are filed as inactive
LMPTP block: LMPTP phosphatase inhibitors, primary screen, biochemical, fluorescence intensity, uHTS | Low molecular weight phosphotyrosine protein phosphatase (Homo sapiens), P24666 | recombinant LMPTP-A, OMFP fluorogenic substrate | inhibition, % at 20 µM | actives 0.22% (n = 360,000) | AID 651560, 2012;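 active means compounds that cut the enzyme signal by at least half of the control window in the single-dose screen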;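 further: plate controls were DMSO wells with enzyme plus substrate for no effect and substrate without enzyme for full effect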
Target sequence (P24666 whole entry, looked up): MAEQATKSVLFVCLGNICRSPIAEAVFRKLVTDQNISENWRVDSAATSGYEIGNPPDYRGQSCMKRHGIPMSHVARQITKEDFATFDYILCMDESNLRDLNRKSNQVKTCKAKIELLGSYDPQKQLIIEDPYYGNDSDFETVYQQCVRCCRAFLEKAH
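Buffer or medium: Bis-Tris pH 6.0, DTT, detergent; Assay system: LMPTP-A enzyme; Quantity: 0.625 nM enzyme; Detection: endpoint fluorescence intensity; Times: 50 min dark incubation at room temperature; Controls: substrate-only low control, DMSO enzyme-plus-substrate high control; Doses: single 20 µM dose; Read-out: percent inhibition versus substrate-only and uninhibited controls; Reagent: 400 µM OMFP.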
An asterisk follows results filed as active; i = inactive; nt = no result given; + = active, no number; & = joins results of further samples.

The line under a structure holds: MLLE-PAM2 inh	Rpn11 inh	DNMT1 block	Scp1 inh	CSN inh	SUMO1-SIM PPI	STEP inh	TbMetRS inhib	NadD block	LMPTP block
> Cc1cc(C)c(S(=O)(=O)Nc2cccc(S(=O)(=O)NC3=NCCC3)c2)c(C)c1
 : 7	i	3	-6	6	-1	-1	-0.3	0	0.8
> N#CCCN(C(=O)CCl)c1cccc(Cl)c1
 : -23	i	1	2	4	1	-1	-0.5	8	-0.6
> CCCCN(C=O)c1c(CC)nc2ccc(C(=O)NCCCN3CCCC3=O)cn12
 : 1	i	3	nt	4	2	-4	-0.1	1	-0.4
> CCN(CC(=O)NCc1ccc(F)cc1)C(=O)/C=C/c1cc(OC)ccc1OC
 : 9	i	2	-4	-3	1	0	-1.2	-7	-0.2
> CC(=O)CC(c1ccc([N+](=O)[O-])cc1)c1c(O)c2ccccc2oc1=O (stereo not drawn)
 : -2	i	1	-12	-1	-10	0	-1.0	0	-2.7
> CC(=O)c1cccc(-c2ccnc3c2CC(C(=O)Nc2cccc(OC(F)(F)F)c2)O3)c1 (stereo not drawn)
 : -5	i	-6	nt	-4	5	-4	-0.2	3	2.6
> CCOC(=O)C1CCN(c2c(NC3CCCCCCC3)c(=O)c2=O)CC1
 : 0	i	0	-3	0	-2	0	-0.3	-4	0.6
> CCOC(=O)c1[nH]c(C)c(CC(C)C)c1C
 : 11	i	1	-5	-5	2	-3	-1.1	-5	0.6
> COc1ccc(Cl)cc1NC(=O)NCC1CCN(Cc2ccccc2F)CC1
 : 4	i	-4	-4	7	1	-3	-0.7	-4	-0.4
> Cc1cc2c(cc1C)-c1nnnn1C(N1CCCCC1)C(=O)N2 (stereo not drawn)
 : nt	nt	nt	nt	-6	-5	nt	-0.3	nt	-0.7
> c1csc(-c2nc3c4ccccc4c4ccccc4c3[nH]2)c1
 : 1	i	-37	-7	6	-3	-5	0.6	25	3.8
> CCCn1c(SCC(=O)NC2CCCC2)nnc1-c1ccccn1
 : 19	i	0	-5	-2	0	0	-0.7	1	-2.2
> COCCCn1c(SCc2ccccc2)nc2cc(OC)c(OC)cc2c1=N
 : 6	i	-7	-2	2	12	0	0.3	-9	3.5
> C=CCc1cc(C(=O)N2CCCCC2)ccc1O
 : -1	i	0	-7	-1	2	-2	-0.5	-5	-1.8
> CCOCCCNCc1ccc(OCc2ccc(F)cc2)c(OC)c1
 : -104	i	0	4	-4	1	0	-0.5	0	-0.3
> COc1ccc(C(=O)ON=C2CCN(C)CC2)cc1
 : -10	i	0	-6	-2	1	1	0.0	6	-1.9
> Cc1cccc(NS(=O)(=O)c2ccc(C(=O)N3CCCCCC3)cc2)c1C
 : 6	i	-1	-6	-3	5	0	-0.4	-6	-0.6
> CC12C=CC(=O)C=C1C(F)CC1C3CCC(O)(C(=O)CO)C3(C)CC(O)C12F (stereo not drawn)
 : -8	i	3	-10	-4	-6	-2	-0.4	-5	-0.9
> COc1ccc(OCc2nnc(SCC(N)=O)n2-c2ccccc2OC)cc1
 : -6	i	0	-3	-3	11	-1	-0.1	-1	-1.0
> CCOC(=O)N1CCN(C(=O)c2sc3nc(-c4ccc(F)cc4)cn3c2C)CC1
 : 17	i	0	-7	-7	3	2	-0.1	0	0.4
> CC1=C(C#N)C(c2cccnc2)C2=C(CC(c3ccc(Cl)cc3)CC2=O)N1 (stereo not drawn)
 : 3	i	1	-4	1	-15	1	1.4	-2	-1.8
> COc1cc2c(cc1OC)CN(C(=O)CCNC(=O)c1ccc(Br)cc1)CC2
 : 10	i	2	-5	0	-2	-4	-0.2	-1	-2.0
> CC(=O)Nc1cccc(-c2ccnc3c2CC(C(=O)NCc2ccc(N(C)C)cc2)O3)c1 (stereo not drawn)
 : -7	i	3	nt	5	7	-1	0.3	-1	1.2
> CCc1cccc(NC(=S)N(CCOC)C2CCN(C(C)=O)CC2)c1
 : -4	i	1	3	-3	-3	16	-0.4	-1	-0.8
> O=C(N[C@@H](Cc1ccccc1)C(=O)Nc1ccc(F)cc1)C1CCNCC1
 : 1	i	-5	12	-3	-4	-4	-0.7	1	-1.7
> O=C(CCNC(=O)c1ccccc1Cl)NCc1ccco1
 : -16	i	21	19	-1	1	0	-0.4	11	-0.2
> CC1CN(Cc2ccccn2)CCC1=O (stereo not drawn)
 : 2	i	6	-6	3	-2	-1	-0.4	-6	-3.0
> Cc1ccccc1OCCNc1cc(N2CC(C)NC(C)C2)ccc1[N+](=O)[O-] (stereo not drawn)
 : 4	i	-5	-6	1	-34	7	-0.4	1	1.0
> CCN(c1ccc(OC)cc1)S(=O)(=O)N1CCCC(C(=O)NC(C)c2ccccc2)C1 (stereo not drawn)
 : 6	i	0	nt	-2	2	4	-0.1	-5	-0.1
> CCCCn1c(-c2ccoc2C)n[nH]c1=S
 : 2	i	1	1	-1	-1	-3	-0.2	5	-0.8
> O=C(Nc1cccc(C(F)(F)F)c1)c1ccc(-n2cncn2)nc1
 : 4	i	2	-4	4	4	0	-0.7	-7	0.3
> COc1ccc(OC)c(C(=O)c2coc3ccc(OCC(=O)O)cc23)c1
 : 7	i	-3	-11	-3	2	1	-0.2	-4	0.2
> Cc1[nH]n(-c2ccccc2)c(=O)c1C=Nc1ccc(S(N)(=O)=O)cc1
 : 8	i	-2	-4	-5	-25	1	0.3	-7	-0.2
> COc1ccc2c(c1)cc(C(=O)N[C@@H](Cc1ccccc1)C(=O)O)n2C
 : -7	i	2	-4	-5	3	-1	0.3	-2	-1.0
> CC(C)N(Cc1ccccc1)C(=S)NCCN1CCOCC1
 : -65	i	2	2	-11	0	20	0.4	1	-0.7
> CCCCCN1C(=O)/C(=C/c2c(N3CCc4ccccc4C3)nc3ccccn3c2=O)SC1=S
 : -97	nt	11	-1	64	-9	-14	-0.8	6	7.5
> CC(=O)C1=CCC(c2ccc(F)cc2)N(S(=O)(=O)c2ccc(C)cc2)C1 (stereo not drawn)
 : -6&-5	i	-3&-3	nt	3&-2	5&-2	4&3	-0.8&-0.7	-4&-9	-0.9&-0.2
> COc1ccc(-c2nc(C#N)c(NCC3CCCO3)o2)cc1OC (stereo not drawn)
 : 10	i	2	-6	0	-2	-1	-0.2	0	0.6
> CC(=O)Cn1ncc(N2CCOCC2)c(Cl)c1=O
 : -6	i	-13	2	-2	1	-3	-1.5	-2	-1.5
> COc1cc(-c2nnc(SCC(=O)c3ccc(C)cc3)o2)cc(OC)c1OC
 : -28	i	-3	-6	6	3	2	-0.9	-6	1.7
> COC(=O)c1c(-c2c(Cl)cccc2Cl)noc1C(=O)NNC(=O)N(C)C
 : 13	i	1	-10	1	-1	-3	-0.3	-2	-1.0
> COc1ccc(CN2c3c(Br)cccc3C(=O)CS2(=O)=O)cc1
 : 13	i	-17	-9	-1	2	0	-1.2	21	2.1
> COc1cccc(C2CC(c3ccccc3Cl)n3nc(N)nc3N2)c1 (stereo not drawn)
 : -9	i	2	3	-3	3	-4	0.2	2	0.2
> CC(C)(C)OC(=O)NCCc1nnc(SCC(=O)Nc2ccc(Br)cc2)o1
 : -1	i	4	4	113	1	1	1.3	-10	0.0
> O=C(Nc1c(-c2ccccc2)nc2ccc(Cl)cn12)c1cccs1
 : -11	i	1	-5	-17	4	-2	-0.5	0	-0.5
> CCN(CC)S(=O)(=O)c1ccc(N2CCOCC2)c(NS(=O)(=O)c2cccs2)c1
 : -7	i	5	-6	-3	4	-2	-0.2	-1	-0.8
> Nc1[nH]c(C(=O)c2ccccc2)c(-c2ccccc2C(F)(F)F)c1C(=O)NCCc1c[nH]c2ccccc12
 : nt	nt	nt	nt	7	3	nt	-0.5	28	3.2
> Cc1cc(N/N=C/c2ccc([N+](=O)[O-])o2)nc2ccccc12
 : -98	+	-1	-2	29	-21	5	-0.4	14	6.1
> Cc1ccc(S(=O)(=O)NC(=O)NCCc2ccccc2)cc1
 : -1	i	0	-6	-5	3	1	0.7	4	-0.2
> CCOc1ccc(NC(=O)CN(c2ccc(OC)c(OC)c2)S(=O)(=O)c2ccc(C)cc2)cc1
 : 7	i	8	-11	7	-1	-1	0.6	-9	0.4

Only MLLE-PAM2 inh, TbMetRS inhib and SUMO1-SIM PPI, for 2 of the compounds above:
| mol | MLLE-PAM2 inh | TbMetRS inhib | SUMO1-SIM PPI |
| --- | --- | --- | --- |
| Cc1cc2c(cc1C)-c1nnnn1C(N1CCCCC1)C(=O)N2 (stereo not drawn) | nt | -0.3 | -5 |
| Cc1[nH]n(-c2ccccc2)c(=O)c1C=Nc1ccc(S(N)(=O)=O)cc1 | 8 | 0.3 | -25 |

Going on with the list.
The line under a structure holds: MLLE-PAM2 inh	Rpn11 inh	DNMT1 block	Scp1 inh	CSN inh	SUMO1-SIM PPI	STEP inh	TbMetRS inhib	NadD block	LMPTP block
> Cc1ccsc1C(=O)N1CCC1(C)C(=O)NCc1cccnc1 (stereo not drawn)
 : -7	i	0	nt	-7	12	1	-0.3	2	-1.3
> C[C@H]1CN([C@@H](C)CO)C(=O)CCCn2cc(nn2)CO[C@@H]1CN(C)S(=O)(=O)c1ccc2ccccc2c1
 : 11	i	-2	nt	1	-2	-2	-0.2	-3	-1.7
> CC1(NC(=O)NCc2ccco2)CCS(=O)(=O)C1 (stereo not drawn)
 : -5	i	0	1	-3	-1	-2	-1.1	-3	1.0
> COc1ccc(OC)c(C(=O)NC(CC(N)=O)c2ccc(N3CCN(c4ccc(F)cc4)CC3)c([N+](=O)[O-])c2)c1 (stereo not drawn)
 : -16	i	-3	-3	-3	-18	1	-0.2	-8	0.2
> CCC(NC(=O)Nc1nccs1)(C(F)(F)F)C(F)(F)F
 : -4	i	2	-3	1	-3	-2	-0.1	-2	1.6

From PubChem BioAssay
